# CRFR2-BP antag = blocks CRF-induced signaling of the CRF-BP/CRF-R2 complex. HEK293 CRF-R2/CRF-BP, CRF-induced calcium fluorescence. inhibition, % at 11.8 µM. hit rate 0.59% among 350,000;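 active means inhibition of the ligand-induced calcium signal above about 50% at the single tested concentration, limit read from the data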
# M5 PAM = potentiates acetylcholine response at human M5 receptor | P08912 | CHO-K1 hM5, Fluo-8 calcium, ACh EC20 PAM; 0% = ACh EC20, 100% = ACh EC100 | activation, % at 3 µM | hit rate 0.3% among 360,000 | AID 624038;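 active means activation above the run cutoff, the mean activation of all test compounds plus 3 SD, cut at about 18% in these data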
#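 Test system: CHO-K1 hM5 cells / Doses: single-point, 3 µM nominal / Times: Post-acetylcholine fluorescence recording 140 s / Technique: Fluo-8 calcium fluorescence / Measure: Max/basal fluorescence ratio as % of EC20–EC100 ACh window / Benchmarks: low control EC20 acetylcholine (0%), high control EC100 acetylcholine (100%) / Replicates: one well per compound, no replicates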
# IDE cell inh = inhibits human insulin-degrading enzyme in HEK cells | P14735 | FAbetaB cleavage, fluorescence polarization | inhibition, % at 5.59 µM | hit rate 0.41% among 320,000 | AID 434962;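 active means percent inhibition above the average of all tested compounds plus 3 SD, set per screening campaign, cut at about 16% in these data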;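 further: IDE supplied by intact live HEK cells; FP after avidin binding of uncleaved biotin substrate so inhibition keeps polarization high; 0% = DMSO wells and 100% = 60 µM reference IDE inhibitor Ii1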
# Target sequence (P14735 whole entry, looked up): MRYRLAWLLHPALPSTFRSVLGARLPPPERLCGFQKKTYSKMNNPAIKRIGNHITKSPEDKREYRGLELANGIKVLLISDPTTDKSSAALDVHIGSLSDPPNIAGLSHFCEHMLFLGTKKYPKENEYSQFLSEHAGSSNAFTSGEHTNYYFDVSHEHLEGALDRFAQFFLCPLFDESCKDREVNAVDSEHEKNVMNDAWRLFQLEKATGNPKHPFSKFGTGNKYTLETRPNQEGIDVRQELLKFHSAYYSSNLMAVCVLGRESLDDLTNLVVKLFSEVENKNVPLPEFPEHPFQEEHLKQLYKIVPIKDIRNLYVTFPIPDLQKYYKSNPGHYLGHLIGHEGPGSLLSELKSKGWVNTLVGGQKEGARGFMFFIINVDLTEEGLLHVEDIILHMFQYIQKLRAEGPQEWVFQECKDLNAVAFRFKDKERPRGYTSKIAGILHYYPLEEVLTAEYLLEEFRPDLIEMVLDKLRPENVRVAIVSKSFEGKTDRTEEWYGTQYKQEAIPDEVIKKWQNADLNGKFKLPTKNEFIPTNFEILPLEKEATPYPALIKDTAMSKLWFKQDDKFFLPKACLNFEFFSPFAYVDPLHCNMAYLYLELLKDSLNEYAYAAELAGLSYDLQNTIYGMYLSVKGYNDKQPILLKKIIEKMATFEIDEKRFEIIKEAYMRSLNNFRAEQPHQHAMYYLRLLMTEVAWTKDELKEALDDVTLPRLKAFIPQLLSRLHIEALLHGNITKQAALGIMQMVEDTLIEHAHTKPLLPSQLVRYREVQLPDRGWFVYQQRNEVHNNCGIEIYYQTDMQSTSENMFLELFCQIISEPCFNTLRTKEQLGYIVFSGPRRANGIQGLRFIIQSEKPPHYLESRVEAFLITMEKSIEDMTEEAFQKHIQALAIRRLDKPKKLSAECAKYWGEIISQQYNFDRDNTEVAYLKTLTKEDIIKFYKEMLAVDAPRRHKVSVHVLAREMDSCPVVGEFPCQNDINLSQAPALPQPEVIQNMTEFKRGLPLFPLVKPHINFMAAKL
# CHRM4 agonist = agonists of human muscarinic M4 receptor (CHRM4); P08173; CHO-K1 hM4/Gqi5, Fluo-8 calcium fluorescence; vehicle 0%, full acetylcholine response 100%; activation, % at 3 µM; hit rate 0.14% among 360,000;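 active means activation above the run mean over all test wells plus 3 SD, cut at about 32% in these data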;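 further: peak over basal fluorescence ratio per well then scaled between controls; 0% = DMSO wells and 100% = acetylcholine at EC100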
# CHRM5 agonist = agonists of human muscarinic M5 receptor (CHRM5) | hit rate 0.19% among 360,000 | activation, % at 3 µM | CHO-K1 hM5 cells, Fluo-8 calcium fluorescence; 0% DMSO wells, 100% maximal acetylcholine response | P08912;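 active means activation above the run's mean over test compounds plus 3 SD, cut at about 23% in these data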;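 further: signal is peak over basal fluorescence ratio across the kinetic read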
# CHRM4 antagonist = CHRM4 antagonism in calcium assay; AID 624125; P08173; CHO-hM4 cells, ACh EC80, Fluo-8 calcium fluorescence; hit rate 0.73% among 360,000; inhibition, % at 3 µM;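 active means inhibition above its plate's cutoff, the mean inhibition of sample wells plus 3 SD, cut at about 27% in these data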;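 further: 0% = acetylcholine EC80 with DMSO and 100% = DMSO without agonist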
# CHRM5 antagonist = antagonists of human muscarinic M5 receptor (CHRM5); CHO-hM5 cells, Fluo-8 calcium fluorescence, ACh EC80; inhibition, % at 3 µM; hit rate 0.59% among 360,000; AID 624040;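 active means inhibition above a per-plate cutoff, the mean of that plate's test compounds plus 3 SD, cut at about 27% in these data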;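 further: 0% = acetylcholine EC80 with DMSO and 100% = DMSO without agonist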
# CRFBP-R2 agonist = CRF-BP/CRF-R2 complex agonism; HEK293 CRF-R2/CRF-BP, calcium dye fluorescence (FLIPR); percent of saturating CRF peptide response; activation, % at 13.2 µM; hit rate 0.46% among 350,000; AID 588473;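 active means activation of at least 50%, plus an integration ratio under a set limit after plate pattern correction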;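 further: plate controls were neutral control wells without compound for no effect and CRF at EC100 for full effect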
# M4 PAM = potentiates acetylcholine response at human M4 receptor; hit rate 0.4% among 360,000; P08173; CHO-K1 hM4/Gqi5, Fluo-8 calcium fluorescence, ACh EC20; 0% = ACh EC20, 100% = maximal ACh; AID 624126; activation, % at 3 µM;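 active means activation above its plate's cutoff, the mean activation of sample wells plus 3 SD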; further: some results filed as inactive read as strong as hits
# * = called active by the depositor; · = no result given.
SMILES,CRFR2-BP antag,M5 PAM,IDE cell inh,CHRM4 agonist,CHRM5 agonist,CHRM4 antagonist,CHRM5 antagonist,CRFBP-R2 agonist,M4 PAM
CCOC(=O)c1sc(=S)n(-c2cccc(OC)c2)c1N,-12,-2,12,2,-4,-3,-5,0.9,-4
O=C(CNS(=O)(=O)c1ccc(F)c(Cl)c1)N1CCCC1,8,-4,6,1,-2,-1,15,0.8,4
CS(=O)(=O)c1ccc(Cl)c(NC(=O)CSc2nc3ccccc3c(=O)n2Cc2ccco2)c1,-10,5,-3,1,2,-8,0,4.7,8
Cc1ccc(-c2nc3ccccc3[nH]c2=O)cc1,-15,4,6,0,0,5,1,7.1,0
Cc1ccc(-n2cccc2/C=C2\C(=N)N3N=C(c4ccco4)SC3=NC2=O)cc1,35,0,-1,1,3,5,8,-3.1,-4
CN(CC(=O)Nc1ccc(Cl)c(C(F)(F)F)c1)C(=O)Cc1c[nH]c2ccccc12,-5,3,1,5,3,1,6,0.8,3
COc1ccc(C2=Nc3ccccc3N(C(=O)c3ccc4c(c3)OCO4)C2C(=O)NCc2ccccc2)cc1 (stereo not given),·,6,·,6,-1,-9,6,·,1
CCn1c(COc2cccc(C)c2)nnc1SCC(=O)NC1CCCC1,32,-2,0,3,0,-3,0,1.6,5
Cc1ccnc2nc(C(=O)Nc3nnc(-c4ccccc4)o3)nn12,5,1,-1,1,3,8,5,0.7,4
COc1ccc(C[C@H](N)C(=O)N[C@H]2[C@@H](O)[C@H](n3cnc4c(N(C)C)ncnc43)O[C@@H]2CO)cc1,10,4,9,2,0,-12,-8,-1.2,9
CCN(CC)C(=O)CCCSc1nnc(Nc2ccccc2F)s1,-10,-5,3,5,-2,2,3,2.6,-2
CCN1CCC(NC(=O)Nc2ccccc2C(=O)OC)CC1,3,-3,-4,0,-2,3,5,-0.5,-5
COc1ccc(CCNC(=O)Cn2c(=O)n(CCCC(=O)NCc3ccco3)c(=O)c3sccc32)cc1OC,-5,-6,-1,1,2,-7,9,2.5,15
Cc1ccc(C)c(N2CCN(c3ccncc3N)CC2)c1,-12,-4,3,4,2,-6,-2,4.0,2
CN(Cc1ccccc1)C(=O)c1ccc(NC(=O)Cc2cccc(NC(=O)C3CCCN(C(=O)C4CCCCC4)C3)c2)cc1 (stereo not given),0,4,-3,2,1,0,0,5.1,12
Cc1cccc(C(=O)N(C(=O)c2cccc(C)c2)N(C)C)c1,12,7,·,-2,-7,-16,10,-1.6,3
CCCNC(=O)NC(=O)CSc1nnc(-c2ccncc2)n1CC,5,4,-3,1,2,-2,-2,-1.7,4
Cc1ccc(S(=O)(=O)N2CCOCC2)cc1NC(=O)COC(=O)COc1ccccc1[N+](=O)[O-],10,3,0,5,-2,-12,16,-1.2,9
O=C(NC(=S)Nc1ccc(CN2CCOCC2)cc1)c1cc2ccccc2o1,10,-1,7,6,0,1,-3,-1.1,-1
Cc1cc(NC(=O)c2ccc([N+](=O)[O-])cc2)n(C)n1,16,0,-4,0,-5,-3,4,-1.9,0
Cc1cc(C)cc(NC(=O)CCCN2C(=O)C(c3ccccc3)Oc3cccnc32)c1 (stereo not given),10,-4,1,3,-5,11,13,-1.0,-5
O=C(COC(=O)CCNS(=O)(=O)c1ccc2c(c1)OCCO2)NC1CCCc2ccccc21 (stereo not given),-10,-8,3,5,-1,5,6,0.8,-3
CNc1snc(C)c1C(=O)OCC(=O)c1cc(F)ccc1OC,-10,-6,-2,11,-7,-1,-3,-0.9,6
O=S(=O)(NCc1ccccn1)C(F)(F)F,-4,-9,-3,2,3,-1,12,0.7,-1

# Given with two lines to a compound: 13 of the compounds above
# Results follow in this order: CRFR2-BP antag, M5 PAM, IDE cell inh, CHRM4 agonist, CHRM5 agonist, CHRM4 antagonist, CHRM5 antagonist, CRFBP-R2 agonist, M4 PAM
Cc1ccnc2nc(C(=O)Nc3nnc(-c4ccccc4)o3)nn12
→ 5, 1, -1, 1, 3, 8, 5, 0.7, 4
COc1ccc(C[C@H](N)C(=O)N[C@H]2[C@@H](O)[C@H](n3cnc4c(N(C)C)ncnc43)O[C@@H]2CO)cc1
→ 10, 4, 9, 2, 0, -12, -8, -1.2, 9
CCN(CC)C(=O)CCCSc1nnc(Nc2ccccc2F)s1
→ -10, -5, 3, 5, -2, 2, 3, 2.6, -2
CCN1CCC(NC(=O)Nc2ccccc2C(=O)OC)CC1
→ 3, -3, -4, 0, -2, 3, 5, -0.5, -5
COc1ccc(CCNC(=O)Cn2c(=O)n(CCCC(=O)NCc3ccco3)c(=O)c3sccc32)cc1OC
→ -5, -6, -1, 1, 2, -7, 9, 2.5, 15
Cc1ccc(C)c(N2CCN(c3ccncc3N)CC2)c1
→ -12, -4, 3, 4, 2, -6, -2, 4.0, 2
CN(Cc1ccccc1)C(=O)c1ccc(NC(=O)Cc2cccc(NC(=O)C3CCCN(C(=O)C4CCCCC4)C3)c2)cc1 (stereo not given)
→ 0, 4, -3, 2, 1, 0, 0, 5.1, 12
Cc1cccc(C(=O)N(C(=O)c2cccc(C)c2)N(C)C)c1
→ 12, 7, ·, -2, -7, -16, 10, -1.6, 3
CCCNC(=O)NC(=O)CSc1nnc(-c2ccncc2)n1CC
→ 5, 4, -3, 1, 2, -2, -2, -1.7, 4
Cc1ccc(S(=O)(=O)N2CCOCC2)cc1NC(=O)COC(=O)COc1ccccc1[N+](=O)[O-]
→ 10, 3, 0, 5, -2, -12, 16, -1.2, 9
O=C(NC(=S)Nc1ccc(CN2CCOCC2)cc1)c1cc2ccccc2o1
→ 10, -1, 7, 6, 0, 1, -3, -1.1, -1
Cc1cc(NC(=O)c2ccc([N+](=O)[O-])cc2)n(C)n1
→ 16, 0, -4, 0, -5, -3, 4, -1.9, 0
Cc1cc(C)cc(NC(=O)CCCN2C(=O)C(c3ccccc3)Oc3cccnc32)c1 (stereo not given)
→ 10, -4, 1, 3, -5, 11, 13, -1.0, -5

# (next part)
SMILES,CRFR2-BP antag,M5 PAM,IDE cell inh,CHRM4 agonist,CHRM5 agonist,CHRM4 antagonist,CHRM5 antagonist,CRFBP-R2 agonist,M4 PAM
O=C(Nc1ccccn1)c1cc2ccccc2o1,14,-1,3,0,1,1,1,-1.1,2
CN(c1nc2c(c(=O)n(C)c(=O)n2C)n1CC(=O)c1ccccc1)C1CCCCC1,-10,-8,4,4,-8,-1,2,-2.7,-4
O=C(NCc1ccccc1)c1ccc2nccnc2c1,17,-3,2,1,0,2,0,-0.6,-4
O=C1N/C(=C/c2cccs2)C(=O)N1Cc1ccccc1F,4,-3,-2,1,3,-5,-2,-0.5,-4
CCOC(=O)N1CCN(CC(=O)c2ccc3c(c2)CCN3C(C)=O)CC1,1,-1,-1,0,5,-5,3,-4.2,5
Cc1ccc(-n2ncc3c(=O)n(CC(=O)NC4CCCCC4)cnc32)cc1,-5,2,0,0,-4,3,1,-0.2,1
O=C(COC(=O)c1ccccc1C(=O)c1ccccc1)NCCc1ccc(Cl)cc1Cl,31,-11,8,2,-1,-22,2,17,-7
O=C(COC(=O)CN1C(=O)C2CCCCC2C1=O)NC1CCS(=O)(=O)C1 (stereo not given),-9,3,9,0,-3,7,-5,-0.4,-1
COc1cccc(C(=O)NOCc2ccc(C)cc2)c1OC,-1,-3,-2,0,0,-6,14,0.4,5
Cc1ccc(NC(=O)CN2C(=O)/C(=C3\SC(=S)N(C4CCS(=O)(=O)C4)C3=O)c3ccccc32)cc1 (stereo not given),24,2,·,0,-2,4,0,-2.1,1
CCCCN(CCCC)S(=O)(=O)c1ccc(NC(=O)c2cccs2)cc1,-1,-18,5,15,3,19,3,3.6,-9
CCC(=O)N1CCN(c2ccccc2NC(=O)c2cccs2)CC1,1,-5,-4,4,-1,4,10,-1.4,4
CN(C)c1ccc(C(=S)Nc2ccccc2)cc1,-20,6,-2,1,-5,-9,-8,-1.2,14
COc1ccc(-c2c(C#N)cnc(C)c2C)c(O)c1OC,8,-6,·,0,-1,-11,5,-1.8,-5
Cc1cccc(Nc2nc(-c3ccc(O)cc3O)cs2)n1,-5,1,4,0,-1,-15,-9,0.1,2
Cn1ncc2c(Nc3ccccc3Cl)nc(Nc3ccccc3Cl)nc21,-15,-3,-3,-1,-4,-15,-1,0.4,6
CCC(NC(=O)c1ccccc1NC(=O)c1ccco1)C(=O)NC1CCCCC1 (stereo not given),9,8,-1,0,0,-15,-5,-3.5,17
CCOC(=O)N1CCC(NC(=O)CC2C(=O)NCCN2Cc2cccc(F)c2F)CC1 (stereo not given),5,-5,3,1,-3,1,6,5.3,-1
O=C(CN1CCN(Cc2cccc(Cl)c2)C1=O)NCc1cccs1,-3,5,7,1,-3,3,5,0.9,-14
COCCNC(=O)CN(C(=O)Cn1nnc2ccccc21)c1ccc(F)c(Cl)c1,-4,4,-1,1,0,1,-8,-0.6,9
CCOC(=O)N1CCN(C(=O)c2ccc(NS(C)(=O)=O)cc2)CC1,-14,0,8,1,3,-7,4,5.2,5
CC(=O)NC1(c2ccccc2)CCN(Cc2nnnn2C(C)(C)C)CC1,-11,5,0,1,-2,2,1,-0.7,13
CCOC(=O)N1CCN(C(=O)c2ccc3c(=O)n(-c4cc(OC)ccc4OC)c(=S)[nH]c3c2)CC1,11,2,2,0,3,-10,-2,-0.6,7
CCCS(=O)(=O)N1CCCC(C(=O)NCCCN(Cc2ccccc2)C(C)C)C1 (stereo not given),0,2,3,-1,-4,10,-6,-0.1,1
Cc1ccc(NS(=O)(=O)c2ccc(-c3cnc(C4CC4)o3)cc2)cc1,-1,-3,7,6,4,-15,0,-0.1,-7
O=C(Nc1cccc([N+](=O)[O-])c1)c1ccc2nsnc2c1,2,-4,5,7,2,4,13,-0.3,11
CCOC(=O)COc1ccc(S(=O)(=O)N2CCN(c3ccc(OC)cc3)CC2)cc1,25,-15,2,14,-3,9,33*,-0.1,-9
Cc1cc(/C=C(\C#N)c2nc3ccccc3[nH]2)c(C)n1C,-19,-3,-1,2,-1,1,0,42,11
CCN(CC)c1nc2c(c(=O)[nH]c(=O)n2C)n1Cc1ccccc1,-18,-1,6,-1,-3,-3,5,-3.3,-1
COc1cc(C)ccc1OCC(=O)OCC(=O)c1cc(C)n(CC2CCCO2)c1C (stereo not given),3,0,4,1,2,-2,5,-0.5,1
Cc1cccc(NS(=O)(=O)c2ccc(Br)s2)n1,-5,1,1,0,1,2,-4,1.0,-2
Cc1cc(=O)oc(C)c1C(=O)Nc1ccc2ncccc2c1,-64,1,1,2,0,-9,-4,78*,1
Fc1ccc(-c2ccc3nccn3c2)cc1Cl,·,-11,·,6,1,-25,5,·,4
Cc1cccc(C)c1Nc1ncnc2ccccc12,12,0,3,0,-3,0,9,0.9,3
